Assay outcomes (PubChem BioAssay)
Mdm2 ligase inh – blocks human Mdm2 ubiquitin ligase activity. Q00987. 210,000 compounds, 0.11% hits. cell-based MDM2 ubiquitination luciferase reporter, 2 h; 0 = plate control, 100 = twice control, blank-subtracted. signal enhancement, % at 5 µM;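 active = signal enhancement of 30% or more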;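 note: luminescence tracks abundance of the self-degrading MDM2-luciferase fusion protein; higher signal means inhibition of MDM2 E3 ligase activity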
Target sequence (Q00987 whole entry, looked up, the tested form may be a part): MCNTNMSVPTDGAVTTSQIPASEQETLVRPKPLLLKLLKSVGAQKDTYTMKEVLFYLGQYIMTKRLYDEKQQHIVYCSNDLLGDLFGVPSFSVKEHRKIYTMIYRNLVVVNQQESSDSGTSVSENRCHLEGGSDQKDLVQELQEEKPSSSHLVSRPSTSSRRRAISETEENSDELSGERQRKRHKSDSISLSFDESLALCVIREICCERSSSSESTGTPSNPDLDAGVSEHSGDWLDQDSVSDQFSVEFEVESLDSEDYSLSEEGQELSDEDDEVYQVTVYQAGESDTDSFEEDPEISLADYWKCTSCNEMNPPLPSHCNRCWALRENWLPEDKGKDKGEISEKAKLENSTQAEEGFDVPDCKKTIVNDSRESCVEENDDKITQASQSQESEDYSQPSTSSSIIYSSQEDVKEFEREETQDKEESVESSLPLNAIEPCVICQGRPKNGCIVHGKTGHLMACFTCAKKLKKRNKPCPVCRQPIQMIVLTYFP
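Assay system: mammalian cells stably expressing self-ubiquitinating, self-degrading MDM2 E3–luciferase fusion. Quantity: 2000 cells in each well. Medium: DMEM culture medium. Compound dosing: single-point 5 µM. Timing: cell settling 4 h, compound treatment 2 h, both 37 °C. Technique: luciferase luminescence. Read-out basis: percent signal gain over controls, blank-subtracted. Benchmarks: plate controls and plate blanks.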
Runt-SMMHC FRET – blocks binding of human RUNX1 Runt domain to CBFb-SMMHC | Q01196+Q13951 | Cerulean-Runt/Venus-CBFb-SMMHC FRET ratio 530/480, 1 h | inhibition, % at 20 µM | 220,000 compounds, 0.74% hits;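 active = mean inhibition across duplicate retests at 20 µM reaching about 50%, limit read from the data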;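 note: 0% = DMSO wells and 100% = wells with excess untagged CBFb-SMMHC; inhibitors lower the FRET ratio by blocking Runt binding to CBFb-SMMHC; some results filed as inactive read as strong as hits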
TRPN1 ag – agonists of zebrafish TRPN1 channel; HEK293 zebrafish TRPN1-YFP, Fluo-8 calcium fluorescence; 100% = response to 87 µM carbachol; activation, % at 3 µM; 220,000 compounds, 0.18% hits; AID 1424;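 active = activation above its plate's cutoff, the mean activation of test wells on that plate plus 3 SD, cut at about 19% in these data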;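 note: 0% = DMSO alone and 100% = 87 µM carbachol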
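Control set: carbachol 87 µM as high control, DMSO as low control; system: HEK293 stable line with zebrafish TRPN1-YFP; read-out: % activation versus carbachol response; detection: intracellular calcium fluorescence with Fluo-8; doses: single test compound dose, 3 µM nominal, 0.3% DMSO; schedule: dye 1 h 37 °C plus 30 min RT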
TNF death inh – inhibitors of TNF-alpha induced necroptosis in Jurkat FADD-/- cells; Jurkat FADD-/- TNF necroptosis rescue, ATP luminescence, 24 h; 0 = TNF only, 100 = no-TNF cells; activation (protection from cell death), % at 10 µM; 220,000 compounds, 0.068% hits;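 active = activation, meaning protection from cell death, of at least 50% relative to plate controls; inactive = activation below 50%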;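 note: necroptosis triggered by 40 ng/mL TNF-alpha added together with compound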
p47phox inh – inhibitors of human p47phox binding; inhibition, % at 24.7 µM; p47phox/p22phox peptide binding, fluorescence polarization, 2 h; P14598; 220,000 compounds, 0.53% hits;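 active = inhibition above about 30%, limit read from the data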;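 note: 0% = p47phox with labelled peptide and 100% = labelled peptide alone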
PPC-1+TRAIL kill – kills PPC-1 cancer cells in the presence of TRAIL; PPC-1 cells + TRAIL, ATPLite viability luminescence; cell killing (% activity), % at 4 µM; 220,000 compounds, 0.41% hits; AID 1443;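 active = cell killing above 50% in the first pass at 4 µM, then a duplicate retest at 5 µM averaging 50% or more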;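 note: plate controls were cells with TRAIL plus DMSO for no effect and medium-only wells lacking cells for full effect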
EBV gp42 inh – blocks Epstein-Barr virus glycoprotein 42 binding; Q1HVG2; Fluorescence polarization binding assay, mP read-out; inhibition, % (tested at 21.74 µM); 220,000 compounds, 0.42% hits; AID 1085; in the data active = inhibition above about 50%
Target sequence (Q1HVG2 whole entry, looked up): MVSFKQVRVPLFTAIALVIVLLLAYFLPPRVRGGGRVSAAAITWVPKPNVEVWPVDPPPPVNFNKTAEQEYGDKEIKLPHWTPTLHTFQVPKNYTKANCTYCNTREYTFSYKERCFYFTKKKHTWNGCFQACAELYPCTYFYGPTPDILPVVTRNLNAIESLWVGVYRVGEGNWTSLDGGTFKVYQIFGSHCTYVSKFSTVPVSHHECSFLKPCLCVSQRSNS
CHOP inhibitor – CHOP inhibition in unfolded protein response; 220,000 compounds, 3.8% hits; inhibition, % at 10 µM; CHO-K1 CHOP-promoter luciferase, tunicamycin-induced, 15-18 h; AID 2732;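 active = compounds that reduced the stress-induced luciferase reporter signal by more than about 70% of percent inhibition, limit read from the data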;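 note: 0% = tunicamycin plus vehicle and 100% = wells without tunicamycin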
TRPML3 ag – activates the human TRPML3 channel. activation, % at 3 µM. HEK293 TRPML3-YFP, Fluo-8 calcium fluorescence; 100% = the carbachol control signal. Q8TDD5. 220,000 compounds, 0.29% hits;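 active = activation above its plate's cutoff, the mean activation of the plate's test wells plus 3 SD, cut at about 12% in these data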;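 note: 0% = DMSO only wells and 100% = carbachol wells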
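system = HEK293 cells stably carrying human TRPML3-YFP | doses = one concentration, 3 µM nominal, 0.3% DMSO | timing = dye loading 1 h 37 °C then 30 min ambient, 125 s read | detection = Fluo-8 calcium dye fluorescence, ex 470-495, em 515-575 nm | benchmarks = high control carbachol 87 µM, low control DMSO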
* hit, by the source's call; nt = no result given; [ ] = another dose, or the depositor's remark. Compounds were not picked by outcome; any-hit rate near 5.9%.

Molecule	Mdm2 ligase inh	Runt-SMMHC FRET	TRPN1 ag	TNF death inh	p47phox inh	PPC-1+TRAIL kill	EBV gp42 inh	CHOP inhibitor	TRPML3 ag
Cc1ccc(S(=O)(=O)/N=C2/NC(=O)/C(=C/c3ccncc3)S2)cc1	-5	-6	0.2	0.3	-12	23	-8	2	1.2
Cc1ccc(Oc2ccc(Cl)cc2NC(=O)c2cnccn2)cc1	2	-4	1.0	1.2	-13	-4	-24	42	1.1
CC(=O)c1cc(CN2CCN(C3CCCCC3)C(CCO)C2)cs1 (configuration not stated)	-11	51	0.1	1.3	6	11	-10	-14	0.6
CCO[C@H]1OC(C(=O)N2CCN(C)CC2)=C[C@@H](c2ccc3c(c2)OCO3)[C@@H]1CCCO	nt	-4	0.0	1.4	0	-18	-15	-2	-0.3
CC(C)COC(=O)c1ccc(N2C(=O)c3ccccc3C2=O)cc1	-15	2	-0.4	-0.5	1	24	-1	37	0.4
O=C(CNCCc1ccc(Cl)cc1Cl)NCc1ccco1	-12	5	0.6	0.5	-3	20	-4	18	0.0
COc1ccccc1CNc1nc2nc3c(c(=O)n2[nH]1)CCC3	3	-1	0.1	-0.5	-15	-2	-18	5	0.6
O=C(c1ccco1)c1nnn(Cc2ccccc2)c1-c1ccccc1	-18	1	0.1	-1.5	-15	29	-11	13	-0.1
Cc1occc1-c1nnc(SCC(=O)NCc2ccco2)n1CC(C)C	-18	0	-1.0	-3.2	-11	9	-8	27	0.6
CCC(C)N(C(=O)Cn1nnc2ccccc21)C(C(=O)NCc1ccco1)c1cccc(OC)c1 (configuration not stated)	-2	-1	-0.5	-0.5	-15	-20	-5	-1	0.7
CCOC(=O)C1CCCN(Cc2ccc(OCC)cc2)C1 (configuration not stated)	2	-4	0.6	0.4	23	6	3	31	0.1
O=C(CCCn1cc([N+](=O)[O-])cn1)Nc1cccnc1	nt	-3	1.8	1.4	-6	7	-22	-14	0.5
COc1ccccc1-c1nc(C#N)c(N2CCCCCC2)o1	-11	-7	-1.6	-0.8	-8	8	-2	25	-0.6
CC(=O)Nc1ccc(NC(=O)CCCc2c[nH]c3ccccc23)cc1	-4	-3	1.6	-3.3	-8	12	-8	17	0.6
Fc1ccc(NC(=S)Nc2cccc3cnccc23)cc1	7	30	2.1	-0.2	-6	4[5 µM]	-29	-8	1.3
Cc1ccccc1CNc1nc(N)n(-c2ccccc2)n1	-14	1	0.5	3.2	-9	11	-4	-2	-0.1
Fc1ccc(CSc2nncn2NCc2ccccc2)cc1	nt	2	0.5	2.1	1	-7	-19	0	-0.2
O=S(=O)(Nc1nc2ccccc2nc1NCCO)c1cccc(Cl)c1	-13	1	0.0	-3.0	-13	25	-17	-10	-0.2
Cc1ccc(Cl)c(NC(=O)CN2CCN(C=O)CC2)c1	-5	2	-0.5	2.3	1	9	-12	3	-0.2
O=C1N2c3ccccc3CCc3cccc(c32)C1(O)C(F)(F)F (configuration not stated)	-12	-1	-0.8	-0.7	0	17	-4	68	-1.3
O=C(NNC1CC(=O)N(c2ccc3c(c2)OCCO3)C1=O)c1ccccc1 (configuration not stated)	-9	-9	1.4	-3.0	-4	9	-2	24	-0.1
O=C(Nc1ccccc1F)c1cc2c(s1)-c1ccccc1S(=O)(=O)C2	-20	-13	0.2	6.1	-5	26	-6	14	-0.2
COc1ccc(N2CCN(CCCNC(=O)C3CCN(S(=O)(=O)N4CCOCC4)CC3)CC2)cc1	-13	1	-1.5	1.9	2	-16	-5	-15	1.2
Nc1nc(Cl)cc(N2CCC(c3cc(-c4ccc(Cl)cc4Cl)n[nH]3)CC2)n1	-20	-1	0.6	-3.8	-28	19	-25	89*	0.2
CCOC(=O)c1cccc(NC(=O)Cn2c(CC(=O)N3CCCC3)nc3ccccc32)c1	-11	0	1.2	-1.1	-7	-24	1	-4	0.0
CC(=O)Nc1ccc(NC(=O)Cc2ccc(F)cc2)cc1	-5	2	1.7	1.2	-1	9	-1	15	-0.1
O=C(Nc1ccc2oc(-c3ccccc3)nc2c1)c1ccc2c(c1)OCCO2	-3	-4	3.1	0.3	-22	2	2	29	0.8
CN(C)CCCNC(=O)Cc1ccc(Br)cc1	-7	2	0.1	-0.6	-5	9	2	-26	0.7
O=C(O)C12CC3CC(C1)CC(n1ncc(NCc4ccccc4)c(Cl)c1=O)(C3)C2	-4	-1	0.8	0.8	-11	-8	1	10	0.4
N#CCCn1ccc(NC(=O)c2ccc(Cl)cc2)n1	-5	1	0.4	-0.6	-7	4	-20	6	0.5
O=C(c1ccc(C(F)(F)F)cc1)C1CCCN(C(=O)CCN2CCCO2)C1 (configuration not stated)	1	3	1.1	-0.5	-11	33	-9	-8	-0.2
O=C(Oc1cccc(-c2cnc3ccccc3n2)c1)c1ccco1	-18	-10	-0.2	-1.1	-11	21	-11	-54	0.3
Cc1ccc(NC(=O)C2CCCN2C(=O)Oc2ccccc2)c(C)c1 (configuration not stated)	-3	-4	-1.0	0.2	2	16	-7	2	0.6
O=C(O)c1ccc(CSCc2ccco2)cc1	-10	-1	0.3	-1.4	-7	-6	-9	32	0.7
COc1ccc2oc(=O)c(C(=O)O)cc2c1	-6	2	-0.6	-1.4	9	13	-3	-23	0.7
COc1ccccc1NC(=O)c1cc(C)oc1C	-8	-2	-2.9	-0.4	-4	5	-2	7	0.2
COc1cc(C(=O)NC(=S)N(CCc2ccccc2)CCc2ccccc2)cc(OC)c1OC	6	4	0.2	2.2	-11	22	-17	-30	-0.1
CC1CCCC(C)N1NC(=O)c1ccc(Cl)c(S(N)(=O)=O)c1 (configuration not stated)	-9	3	-0.5	0.9	29	13	-1	-3	1.1
COc1ccc(S(=O)(=O)NC2(C(F)(F)F)N=C(c3ccccc3)NC2=O)cc1 (configuration not stated)	-5	3	-0.6	-0.1	3	19	14	-8	1.1
O=C(CNC(=S)N(CCCN1CCOCC1)Cc1cccs1)NC1CCCCCCC1	-1	0	-1.8	2.5	-13	3	-15	27	1.0
Cc1nnc(SCC(=O)Nc2cc(C(F)(F)F)ccc2N2CCOCC2)o1	12	-1	1.9	0.0	-3	-13	-22	26	0.1
CC(C)Cc1nc2oc3c(NCc4cccnc4)ncnc3c2c2c1CCC2	-30	6	-1.9	-1.6	-16	7	-12	55	-0.8
O=C(CCCN1C(=O)c2cccc3cccc(c23)C1=O)N1CCN(c2ccccn2)CC1	nt	-5	2.2	1.3	7	15	1	2	-0.1
Cc1ccc2cccc(N=Cc3c(C)[nH]n(-c4ccccc4)c3=O)c2n1	17	-14	-0.1	2.7	-54	-1	-12	-19	0.0
O=C(CSc1nc2ccccc2n1CC(=O)N1CCOCC1)N1CCCC1	nt	-2	1.2	-1.2	6	12	-7	2	1.1
CC(C)N=C(NC#N)SCc1ccc(F)cc1	-16	-4	-0.6	-1.0	-6	18	4	35	-0.8
O=C(c1ccccc1)N1CCN(c2ccccc2F)CC1	-7	1	0.3	-1.6	-8	12	8	32	0.8
Cc1cccc(Oc2ncnc3oc(-c4ccccc4)cc23)c1C	-7	-3	0.2	-3.0	-33	-1	-21	44	1.3
Cc1ccc2c(c1)c1c3n2CCCNC3CCC1 (configuration not stated)	-4	-7	0.7	-2.1	-7	20	-8	27	1.2
COC(=O)c1cc2cc(Cl)ccc2nc1SC	-11	0	1.0	0.8	-5	8	0	11	1.1

Remaining list, next part.
Molecule	Mdm2 ligase inh	Runt-SMMHC FRET	TRPN1 ag	TNF death inh	p47phox inh	PPC-1+TRAIL kill	EBV gp42 inh	CHOP inhibitor	TRPML3 ag
O=C(c1ccco1)N1CCN=C1SCc1cccnc1	-1	5	-0.7	1.3	-2	4	-6	30	-0.3
CCOc1ccc(-c2cc(CCCC(=O)NCc3ccco3)no2)cc1	-9	1	-0.9	0.8	33*	24	-17	84*	-0.4
N/C(=N\c1nc2ccccc2o1)NC(=O)c1ccccc1NC(=O)c1ccccc1	-15	0	-0.5	-0.4	-16	22	-5	38	1.0
CN(C)C=Nc1ncc2c3ccccc3n(CCN(C)C)c2c1C#N	-13	3	1.6	1.0	-1	-10	-14	8	1.3
COc1ccccc1CNC(=O)C[n+]1ccccc1	-4	-1	0.2	1.6	-3	-8	-28	18	0.8
CC(=O)Nc1ccc(Oc2cc(NC(C)=O)cc([N+](=O)[O-])c2)cc1	-9	0	1.1	0.3	-13	12	-11	14	1.2
Cc1ccc(Cl)cc1-c1ccc(/C=N/n2cnnc2)o1	-22	1	-3.6	1.2	-5	5	-10	2	-0.5
O=C1NC(c2ccc(Cl)cc2)=COc2ccccc21	-12	-4	-1.7	1.2	-1	14	-2	1	-0.1
COc1ccc(CSC2=CS(=O)(=O)c3ccccc3N2)cc1	-2	0	1.1	1.9	7	4	6	-16	0.0
